OXTR ag: human OXTR agonists, primary screen, fluorescence, CHO-OTR cells, Fluo-8 calcium | activation, % at 3 µM | Fluo-8 calcium fluorescence; normalized: DMSO 0%, oxytocin 100% | 320,000 tested, 0.32% active;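 active = activation above the mean of all tested compounds plus 3 SD, cutoff set per screening run, cut at about 20% in these data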;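 also: peak over basal fluorescence ratio from a 100 s FLIPR kinetic read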
Target sequence (P30559 whole entry, looked up): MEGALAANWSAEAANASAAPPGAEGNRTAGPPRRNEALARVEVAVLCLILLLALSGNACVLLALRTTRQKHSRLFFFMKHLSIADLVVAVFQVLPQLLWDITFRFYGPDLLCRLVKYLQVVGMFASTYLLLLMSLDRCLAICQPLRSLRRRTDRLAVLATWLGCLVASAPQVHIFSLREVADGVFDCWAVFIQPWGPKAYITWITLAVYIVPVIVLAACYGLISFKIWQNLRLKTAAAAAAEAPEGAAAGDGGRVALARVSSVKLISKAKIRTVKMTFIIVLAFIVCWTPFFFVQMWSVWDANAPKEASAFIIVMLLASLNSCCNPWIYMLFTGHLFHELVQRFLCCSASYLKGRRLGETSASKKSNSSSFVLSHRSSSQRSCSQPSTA
GPR7 antag: GPR7 receptor antagonists, primary screen, cell-based, fluorescence, single concentration | AID 1861, 2009 | Neuropeptides B/W receptor type 1 (Homo sapiens), P48145 | GPR7-expressing cells, fluorescence antagonist assay | inhibition, % at 4.4 µM | 290,000 tested, 1.1% active; in the data active = inhibition above about 16%, passing the limit was not always enough;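 also: cells stimulated with the agonist NPW; 0% = agonist with vehicle and 100% = vehicle without agonist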
MEKK3 PB1 HTS: modulators of MEKK3-MEK5 PB1 binding, primary screen, biochemical, wildtype MEKK3, multiplex bead flow cytometry, Alexa488-MEK5 | Mitogen-activated protein kinase kinase kinase 3 (Homo sapiens), Q99759 | bead-based flow cytometry, Alexa488-MEK5 binding to MEKK3; actives lie on both sides; 0 = blocked by unlabeled MEK5, 100 = vehicle | binding response (% of control), % at 10 µM | 290,000 tested, 1.4% active;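 active = binding response more than 3 SD above or below the average of its plate-row segment, actives on both sides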;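 also: Alexa488 bead fluorescence after subtracting the streptavidin-only scavenger bead signal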
NALP1 yeast inh: NALP1 inflammasome inhibitors in reconstituted yeast, colorimetric, S. cerevisiae, triplicate retest; S. cerevisiae NALP1/ASC/caspase-1 growth, X-gal OD620, 72 h; inhibition, % at 10 µM; 280,000 tested, 0.61% active; AID 2071, 2009; in the data active = inhibition mostly above about 24%, no sharp cut-off; inactive = mostly below about 32%; also: some compounds called inactive have numbers as strong as hits
PHOSPHO1 block: PubChem AID 1565 | 290,000 tested, 1.1% active | recombinant PHOSPHO1, absorbance phosphatase assay | inhibition, % at 13.3 µM | Phosphoethanolamine/phosphocholine phosphatase (Homo sapiens), Q8TCT1; in the data active = inhibition above about 60%
GalR3 antagonist: GalR3 antagonists in HEK293 cells, primary screen, cell-based, fluorescence readout. 360,000 tested, 0.44% active. HEK293 GalR3-CNG cAMP membrane potential fluorescence; galR3 body fused to GalR1 C-terminus. AID 651719, 2012. Galanin receptor type 3 (Homo sapiens), O60755. inhibition, % at 3 µM;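 active = inhibition above the screen-wide average plus 3 SD, cut at about 13% in these data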;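 also: forskolin and galanin both at EC90 stimulate the cells; cAMP rise reported by CNG channel membrane potential dye signal; 0% = forskolin plus galanin with DMSO and 100% = forskolin alone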
MEKK2wt PB1 HTS: modulators of MEK5 binding to wildtype MEKK2, primary screen, biochemical, multiplex bead flow cytometry, Alexa488-MEK5. binding response (% of control), % at 10 µM. Alexa488-MEK5 binding to MEKK2 WT; actives lie on both sides. Mitogen-activated protein kinase kinase kinase 2 (Homo sapiens), Q9Y2U5. 290,000 tested, 1.1% active; in the data active = binding response below about 67% or above about 130%
V1R ag counter: agonists of human V1a receptor, primary screen, counter-screen for OXTR agonist project, fluorescence, CHO-V1R cells | Fluo-8 calcium fluorescence, agonist mode; 0% DMSO, 100% 3 nM vasopressin | 320,000 tested, 0.25% active | Vasopressin V1a receptor (Homo sapiens), P37288 | activation, % at 3 µM;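 active = activation above the mean activation of all tested compounds plus 3 SD, per screening run, cut at about 20% in these data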;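 also: signal is peak over basal fluorescence ratio across a 100 second FLIPR read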
Target sequence (P37288 whole entry, looked up): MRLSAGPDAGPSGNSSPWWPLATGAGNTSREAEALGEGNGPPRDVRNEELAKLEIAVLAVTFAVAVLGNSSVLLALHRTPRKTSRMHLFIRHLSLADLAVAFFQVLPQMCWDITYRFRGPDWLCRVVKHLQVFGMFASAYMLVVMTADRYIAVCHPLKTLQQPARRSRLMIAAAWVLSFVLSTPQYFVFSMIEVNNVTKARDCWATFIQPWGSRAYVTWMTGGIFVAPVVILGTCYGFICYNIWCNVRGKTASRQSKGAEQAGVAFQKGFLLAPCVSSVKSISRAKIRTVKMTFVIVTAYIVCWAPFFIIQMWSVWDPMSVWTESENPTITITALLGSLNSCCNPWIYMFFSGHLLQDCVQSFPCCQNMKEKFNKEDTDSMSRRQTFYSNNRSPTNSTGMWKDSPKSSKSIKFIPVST
MEKK2mut PB1 HTS: MEK5 binding signal on mutant MEKK2 PB1, primary screen, biochemical, multiplex bead flow cytometry, Alexa488-MEK5 | Alexa488-MEK5 binding to MEKK2 mutant | percent response, % at 10 µM | 290,000 tested, 0.35% active | AID 1530, 2009; in the data active = percent response above about 24%, passing the limit was not always enough; also: inactives centre near 1; some results filed as inactive read as strong as hits; reference of the scale not given here
The depositor's hits bear a star; · = not tested or not shown. Not a hit list. About 5.4% of those tested had a hit in this group.

Short keys – A = OXTR ag; B = GPR7 antag; C = MEKK3 PB1 HTS; D = NALP1 yeast inh; E = PHOSPHO1 block; F = GalR3 antagonist; G = MEKK2wt PB1 HTS; H = V1R ag counter; I = MEKK2mut PB1 HTS
1) CC(=O)Nc1ccc(NC(=O)c2c([N+](=O)[O-])cnn2C)cc1
  A: 0.8; B: 3.6; C: 106.0; D: -7.8; E: -13.2; F: -6.4; G: 111.0; H: 1.2; I: 5.0

2) CN(C)S(=O)(=O)c1ccc(C(=O)NCC(=O)N/N=C/c2ccccc2)cc1
  A: 0.4; B: 2.9; C: 99.0; D: -10.0; E: 21.8; F: 1.8; G: 93.0; H: 1.1; I: -10.0

3) Cn1nc(NC(=O)C(F)(F)F)c2ncc(-c3ccc(Cl)cc3)nc21
  A: -1.5; B: -1.9; C: 119.0; D: 11.2; E: 29.8; F: -10.2; G: 103.0; H: -0.2; I: 8.0

4) Cc1nccn1CCCNC(=O)CC1C(=O)NCCN1Cc1ccccc1C(F)(F)F (configuration not stated)
  A: 0.7; B: -10.8; C: 105.0; D: -33.9; E: 31.8; F: -0.2; G: 106.0; H: -0.3; I: 11.0

5) CC(C)n1c(SCC(=O)Nc2nc3c(s2)CCCC3)nc2c1c(=O)n(C)c(=O)n2C
  A: 0.8; B: -12.0; C: 106.0; D: 18.2; E: -8.3; F: -1.3; G: 100.0; H: 2.2; I: 7.0

6) CC1CCCCN1CCCNC(=O)c1ccc2nc(N3CCCCC3)sc2c1 (configuration not stated)
  A: 0.5; B: -4.0; C: 96.0; D: -0.5; E: 25.4; F: 3.5; G: 102.0; H: 0.6; I: 5.0

7) Cc1nc(NC(=O)/C=C/c2ccccc2)sc1C(=O)Nc1ccccc1Cl
  A: 0.3; B: -11.6; C: 70.0; D: 7.9; E: 31.5; F: -3.8; G: 81.0; H: -0.4; I: -18.0

8) O=S1(=O)c2cccc3cccc(c23)N1Cc1nnc(-c2ccccc2Br)o1
  A: 11.2; B: 1.3; C: 105.0; D: -2.8; E: 18.1; F: -3.0; G: 100.0; H: 10.8; I: 4.0

9) Cc1sc2nc(SCC(N)=O)n(-c3ccccc3)c(=O)c2c1C
  A: -0.4; B: -18.0; C: 93.0; D: 5.8; E: -4.0; F: -4.2; G: 88.0; H: -0.6; I: -8.0

10) O=C(O)CCn1c(SCCOc2ccccc2F)nc2ccccc21
  A: ·; B: -24.4; C: 98.0; D: -3.4; E: 30.5; F: -7.6; G: 100.0; H: ·; I: 3.0

11) CC1CC2(CC(C)(C(=O)CSc3n[nH]c(-c4ccccc4Cl)n3)OC2=O)C(=O)O1 (configuration not stated)
  A: 1.2; B: -12.7; C: 105.0; D: 24.8; E: -8.3; F: 10.0; G: 104.0; H: 1.1; I: 4.0

12) O=C(CC12CC3CC(CC(C3)C1)C2)N1CCCC1
  A: -0.5; B: -3.2; C: 101.0; D: 37.2*; E: 8.6; F: 2.0; G: 112.0; H: 0.7; I: 9.0

13) CC(C)[C@H](NC(=O)N1CCn2c1nc1ccccc12)C(=O)N[C@@H](Cc1ccccc1)C(=O)O
  A: 0.3; B: -8.0; C: 97.0; D: 9.3; E: 7.9; F: 0.7; G: 99.0; H: 0.7; I: 0.0

14) COc1ccc(NC(=S)NCCSc2ccc(Cl)cc2)c(OC)c1
  A: -1.7; B: 0.5; C: 118.0; D: 17.7; E: 10.4; F: -6.2; G: 121.0; H: -0.3; I: 7.0

15) CCOc1ccc(NC(=O)CN2CCN(S(=O)(=O)c3ccc(Cl)cc3)CC2)cc1
  A: 2.1; B: -14.5; C: 92.0; D: 7.0; E: 35.8; F: -2.4; G: 91.0; H: 2.4; I: -6.0

16) CCc1ccc(-c2cc(C(F)(F)F)n3nc(C(=O)Nc4c(C)nn(Cc5ccccc5Cl)c4C)cc3n2)s1
  A: -0.5; B: 14.8; C: 79.0; D: 22.8; E: -6.3; F: -3.6; G: 85.0; H: -0.3; I: -7.0

17) CSCc1ccc(C(=O)NC2CC(C)(C)Cc3c2cnn3-c2ccc(F)cc2)o1 (configuration not stated)
  A: -2.2; B: 4.6; C: 104.0; D: -8.6; E: 37.5; F: -7.1; G: 101.0; H: -0.3; I: 1.0

18) CCC(C)[C@H](NC(=O)c1cn(CC)c2cc3c(cc2c1=O)OCO3)C(=O)NCCCn1ccnc1 (some centres not stated)
  A: -0.7; B: 1.6; C: 104.0; D: -5.4; E: 29.0; F: -5.7; G: 104.0; H: -0.3; I: 4.0

19) COc1ccc(-c2cnn3c4c(c(C)nc23)CCN4C(C)C)cc1OC
  A: -0.3; B: -11.5; C: 99.0; D: 31.3; E: 61.9*; F: -2.2; G: 99.0; H: 0.1; I: -7.0

20) COc1cc(OC)cc(C(=O)Nc2nnc(NC(=S)Nc3ccccc3)s2)c1
  A: -0.5; B: -9.5; C: 94.0; D: 3.6; E: -6.6; F: ·; G: 90.0; H: 0.4; I: -1.0

21) CCOc1cc(CNc2ccc(N3CCN(C(C)=O)CC3)cc2)cc(Br)c1OC
  A: 5.3; B: -2.3; C: 101.0; D: 38.6; E: -2.6; F: -10.1; G: 101.0; H: 1.8; I: 0.0

22) C/C(=N\NC(=O)c1c[nH]c2ccccc12)c1ccc(C)s1
  A: -0.7; B: -12.5; C: 100.0; D: 12.4; E: 17.6; F: 0.5; G: 100.0; H: 0.3; I: 0.0

23) C[n+]1c2n(c3ccccc31)N=C(c1ccc(Cl)cc1)CS2
  A: 0.2; B: -18.4; C: 100.0; D: 34.6; E: -3.4; F: -4.5; G: 106.0; H: -0.8; I: -2.0

24) Oc1ccc(C(=S)N2CCCCCC2)cc1
  A: 0.3; B: 12.1; C: 98.0; D: 8.0; E: -36.9; F: -2.7; G: 93.0; H: 0.1; I: -2.0

25) CCCN(CCC)S(=O)(=O)c1cccc(C(=O)N=c2sccn2C)c1
  A: -0.5; B: -15.9; C: 101.0; D: -0.2; E: 36.6; F: -3.4; G: 99.0; H: 3.8; I: 3.0

Copied from above: compounds 16–25
Short keys – A = OXTR ag; B = GPR7 antag; C = MEKK3 PB1 HTS; D = NALP1 yeast inh; E = PHOSPHO1 block; F = GalR3 antagonist; G = MEKK2wt PB1 HTS; H = V1R ag counter; I = MEKK2mut PB1 HTS
16) CCc1ccc(-c2cc(C(F)(F)F)n3nc(C(=O)Nc4c(C)nn(Cc5ccccc5Cl)c4C)cc3n2)s1
  A: -0.5; B: 14.8; C: 79.0; D: 22.8; E: -6.3; F: -3.6; G: 85.0; H: -0.3; I: -7.0

17) CSCc1ccc(C(=O)NC2CC(C)(C)Cc3c2cnn3-c2ccc(F)cc2)o1 (configuration not stated)
  A: -2.2; B: 4.6; C: 104.0; D: -8.6; E: 37.5; F: -7.1; G: 101.0; H: -0.3; I: 1.0

18) CCC(C)[C@H](NC(=O)c1cn(CC)c2cc3c(cc2c1=O)OCO3)C(=O)NCCCn1ccnc1 (some centres not stated)
  A: -0.7; B: 1.6; C: 104.0; D: -5.4; E: 29.0; F: -5.7; G: 104.0; H: -0.3; I: 4.0

19) COc1ccc(-c2cnn3c4c(c(C)nc23)CCN4C(C)C)cc1OC
  A: -0.3; B: -11.5; C: 99.0; D: 31.3; E: 61.9*; F: -2.2; G: 99.0; H: 0.1; I: -7.0

20) COc1cc(OC)cc(C(=O)Nc2nnc(NC(=S)Nc3ccccc3)s2)c1
  A: -0.5; B: -9.5; C: 94.0; D: 3.6; E: -6.6; F: ·; G: 90.0; H: 0.4; I: -1.0

21) CCOc1cc(CNc2ccc(N3CCN(C(C)=O)CC3)cc2)cc(Br)c1OC
  A: 5.3; B: -2.3; C: 101.0; D: 38.6; E: -2.6; F: -10.1; G: 101.0; H: 1.8; I: 0.0

22) C/C(=N\NC(=O)c1c[nH]c2ccccc12)c1ccc(C)s1
  A: -0.7; B: -12.5; C: 100.0; D: 12.4; E: 17.6; F: 0.5; G: 100.0; H: 0.3; I: 0.0

23) C[n+]1c2n(c3ccccc31)N=C(c1ccc(Cl)cc1)CS2
  A: 0.2; B: -18.4; C: 100.0; D: 34.6; E: -3.4; F: -4.5; G: 106.0; H: -0.8; I: -2.0

24) Oc1ccc(C(=S)N2CCCCCC2)cc1
  A: 0.3; B: 12.1; C: 98.0; D: 8.0; E: -36.9; F: -2.7; G: 93.0; H: 0.1; I: -2.0

25) CCCN(CCC)S(=O)(=O)c1cccc(C(=O)N=c2sccn2C)c1
  A: -0.5; B: -15.9; C: 101.0; D: -0.2; E: 36.6; F: -3.4; G: 99.0; H: 3.8; I: 3.0
